ATG4B inhibitor – inhibitors of human ATG4B cysteine protease. 340,000 compounds, 0.51% hits. inhibition, % at 8.33 µM. ATG4B cleavage of LC3-PLA2, NBD-HPC fluorescence, 1 h; in the data active means inhibition above about 40%
A3G deaminase – inhibitors of human APOBEC3G DNA deaminase. Q9HC16. recombinant A3G, ssDNA deamination FAM/TAMRA fluorescence. inhibition, % at 20 µM. 330,000 compounds, 0.28% hits. AID 493012;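 active means inhibition of at least 40% at 20 µM, with no more than 30% in the related APOBEC3A deaminase screen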;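 further: plate controls were DMSO wells with A3G for no effect and wells lacking A3G enzyme for full effect; some compounds called inactive have numbers as strong as hits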
Target sequence (Q9HC16 whole entry, looked up): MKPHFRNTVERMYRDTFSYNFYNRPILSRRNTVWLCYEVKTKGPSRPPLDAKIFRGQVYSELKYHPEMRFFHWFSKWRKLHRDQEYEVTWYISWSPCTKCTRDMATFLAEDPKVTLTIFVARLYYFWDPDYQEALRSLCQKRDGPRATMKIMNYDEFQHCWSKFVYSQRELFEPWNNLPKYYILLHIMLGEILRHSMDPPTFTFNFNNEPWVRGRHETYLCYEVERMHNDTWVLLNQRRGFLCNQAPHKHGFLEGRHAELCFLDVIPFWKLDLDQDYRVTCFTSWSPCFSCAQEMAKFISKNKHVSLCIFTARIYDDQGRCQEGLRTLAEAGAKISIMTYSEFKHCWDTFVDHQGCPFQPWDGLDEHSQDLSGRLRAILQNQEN
beta cell repl – inducers of beta-cell replication in MIN6 cells. MIN6 cells proliferation, ATPlite luminescence, 48 h; cells starved in 0.2% serum; 100% = growth in 10% serum. proliferation, % at 10 µM. 330,000 compounds, 0.29% hits. AID 2380;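 active means compounds whose signal lies at least 3.5 SD above the mean of all wells on their plate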;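 further: 0% = DMSO-treated cells in low-serum medium and 100% = 10% serum control; some compounds called inactive have numbers as strong as hits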
A3A deaminase – blocks human APOBEC3A ssDNA deamination. AID 493011. P31941. inhibition, % at 20 µM. 330,000 compounds, 0.41% hits. recombinant A3A, FAM/TAMRA ssDNA deamination fluorescence;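 active means at least 40% inhibition at 20 µM here, with at most 30% in a related deaminase screen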;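 further: plate controls were A3A with DMSO for no effect and wells lacking A3A enzyme for full effect; some results filed as inactive read as strong as hits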
Target sequence (P31941 whole entry, looked up): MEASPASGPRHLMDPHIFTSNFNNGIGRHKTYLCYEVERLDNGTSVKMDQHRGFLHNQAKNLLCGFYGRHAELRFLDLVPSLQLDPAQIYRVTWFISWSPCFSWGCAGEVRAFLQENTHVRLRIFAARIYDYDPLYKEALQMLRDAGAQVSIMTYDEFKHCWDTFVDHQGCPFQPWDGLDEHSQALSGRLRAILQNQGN
hIAP act – increases human intestinal alkaline phosphatase activity. P09923. purified human IAP, CDP-Star luminescence, 30 min; hits give high values; 1 = vehicle-only enzyme, 0 = enzyme-free background. activation factor at 10 µM. 330,000 compounds, 0.16% hits. AID 2524;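 active means activation factor of the enzyme at least 2-fold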; further: the source names both 10 and 20 µM as test concentration; values of inactives mirror those of a sister screen read the other way
Target sequence (P09923 whole entry, looked up): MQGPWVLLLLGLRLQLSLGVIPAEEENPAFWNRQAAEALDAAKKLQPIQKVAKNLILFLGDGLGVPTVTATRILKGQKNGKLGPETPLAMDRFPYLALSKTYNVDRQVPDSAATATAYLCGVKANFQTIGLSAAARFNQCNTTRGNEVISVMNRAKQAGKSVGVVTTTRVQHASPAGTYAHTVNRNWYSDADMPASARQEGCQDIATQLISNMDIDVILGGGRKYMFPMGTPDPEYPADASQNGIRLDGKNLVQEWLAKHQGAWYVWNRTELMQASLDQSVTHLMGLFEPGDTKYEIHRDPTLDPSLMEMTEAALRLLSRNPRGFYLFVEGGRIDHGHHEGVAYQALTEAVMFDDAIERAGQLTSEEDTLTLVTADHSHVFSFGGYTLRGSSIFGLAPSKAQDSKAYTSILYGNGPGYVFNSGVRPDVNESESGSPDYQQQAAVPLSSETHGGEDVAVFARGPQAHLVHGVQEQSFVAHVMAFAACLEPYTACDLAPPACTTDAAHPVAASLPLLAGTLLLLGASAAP
MPTP block – blocks calcium-induced mitochondrial swelling. 360,000 compounds, 1.4% hits. inhibition, % at 10 µM. isolated mouse mitochondria, Ca2+ swelling absorbance, 30 min. AID 602449;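 active means inhibition of 50% or more, scaled per plate between neutral and stimulator controls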;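 further: 0% = DMSO wells given calcium and 100% = 1 mM EGTA wells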
mIAP act – mouse IAP activation. muIAP, CDP-Star luminescence, 30 min; hits give high values; 1 = vehicle-only enzyme signal, 0 = enzyme-free wells. activation factor at 10 µM. 330,000 compounds, 0.24% hits. AID 2805;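 active means activation factor of at least 2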; further: the source names both 10 and 20 µM as test concentration; values of inactives mirror those of a sister screen read the other way
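Assay system: mouse IAP enzyme; Reagent: CDP-Star chemiluminescent phosphatase substrate; Compound: DMSO-dissolved test compounds; Incubation: 30 min, room temperature; Technique: luminescence from enzymatic CDP-Star hydrolysis; Controls: DMSO-only wells and no-enzyme negative control.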
mIAP inh – mouse IAP inhibition; AID 2806; purified mouse IAP, CDP-Star luminescence, 30 min; 330,000 compounds, 0.2% hits; inhibition, % at 10 µM;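 active means inhibition of at least 40% at 10 µM in the primary screen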;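 further: plate controls were DMSO with enzyme for no effect and no enzyme wells for full effect; values of inactives mirror those of a sister screen read the other way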
hIAP inh – human IAP inhibition. P09923. purified IAP, CDP-Star luminescence, 30 min. 330,000 compounds, 0.12% hits. inhibition, % at 10 µM;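 active means inhibition reaching a set limit with compound at 10 µM in the primary screen, cut at about 35% in these data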;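 further: plate controls were DMSO wells with enzyme for no effect and no-enzyme buffer wells for full effect; values of inactives mirror those of a sister screen read the other way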
An asterisk follows results filed as active; & = joins results of further samples.

SMILES | ATG4B inhibitor | A3G deaminase | beta cell repl | A3A deaminase | hIAP act | MPTP block | mIAP act | mIAP inh | hIAP inh
O=C(Cn1cc(C(=O)c2ccco2)c2ccccc21)NC1CCCCC1 | -3.3 | -7.4 | 1.4 | -0.2 | 0.873 | 0.8 | 0.97 | 3.0 | 12.7
COc1ccc(C(=O)Oc2ccc3ccc(=O)oc3c2)cc1OC | -9.5 | -3.9 | -0.5 | 6.9 | 1.07 | 0.3 | 1.06 | -6.0 | -7.3
O=C(c1cccs1)c1c[nH]cc1-c1ccccc1 | 10.7 | -1.6 | 0.9 | -1.3 | 0.785 | -0.3 | 1 | 0.0 | 21.5
COc1ccc(S(=O)(=O)N2CCOC2CNC(=O)C(=O)NCCc2ccccc2)cc1C (stereo not drawn) | -12.7 | -5.8 | -3.8 | -5.4 | 0.921 | -0.1 | 0.976 | 2.4 | 7.9
CCOc1cc2[nH]c(=O)n(CCCC(=O)NCc3ccc(OC)cc3)c(=O)c2cc1OCC | -0.4 | -2.3 | -2.2 | 1.1 | 0.942 | 2.1 | 1.02 | -1.7 | 5.8
CCc1ccc(NC(=O)Cn2nc(C(=O)O)c3ccccc3c2=O)cc1 | 6.5 | 3.9 | -1.1 | 9.7 | 1.07 | 1.1 | 1.07 | -6.9 | -7.4
CCc1noc(C)c1C(=O)OCC(=O)NC(=O)c1ccccc1OC | 3.5 | -1.7 | -0.5 | 7.8 | 1.21 | 0.5 | 1.02 | -2.1 | -21.0
Cc1cccc(Cn2cnc3c(N)c(C)c(C)cc32)c1 | 4.7 | -3.1 | 0.5 | -4.1 | 1.05 | -0.6 | 0.944 | 5.6 | -4.6
CCN(CC)S(=O)(=O)c1ccc2c(c1)nc(CCC(=O)Nc1ccc(N3CCOCC3)cc1)n2C | -11.3 | -7.1 | 1.0 | -3.2 | 1.03 | 1.6 | 1.01 | -1.2 | -2.7
Cc1ccccc1NC(=O)Cc1nc(COC(=O)COc2cccc(C)c2C)cs1 | 12.7 | -7.5 | -0.9 | -3.1 | 0.979 | -0.2 | 0.968 | 3.2 | 2.1
CCCc1[nH]n(-c2ccc(F)cc2)c(=O)c1C=Nc1cccc(F)c1 | 7.4 | -4.9 | -0.6 | -2.7 | 1.21 | 5.4 | 0.938 | 6.2 | -20.9
Cc1ccc(S(=O)(=O)n2ccc3c2CCCC3=O)cc1 | -4.2 | -0.8 | -1.5 | -0.5 | 0.972 | -0.3 | 0.95 | 5.0 | 2.8
COc1cccc(-c2cc3c(-n4cccc4)ncnc3o2)c1 | -11.6 | -3.1 | -1.4 | -1.0 | 0.985 | 1.8 | 0.9 | 10.0 | 1.5
O=[N+]([O-])c1cc(-c2nnc(Nc3ccccc3)c3ccccc23)ccc1N1CCOCC1 | -5.9 | -2.7 | -5.2 | -0.8 | 0.927 | 10.2 | 0.927 | 7.3 | 7.3
CCNC(=O)NC(=O)C(C)OC(=O)CCCSc1nc2ccccc2s1 (stereo not drawn) | 25.6 | -2.9 | -2.1 | 3.1 | 1.07 | 0.0 | 0.987 | 1.3 | -7.2
COCCNC(=S)N1CCN(C/C=C/c2ccccc2)CC1 | -3.4 | -11.7 | -2.2 | -5.4 | 0.989 | 0.5 | 0.926 | 7.4 | 1.1
Cc1sc2ncnc(SCC(=O)NC(C)(C)C)c2c1C | 2.1 | -3.0 | -2.8 | -0.5 | 1.07 | -1.6 | 0.927 | 7.3 | -7.0
COc1ccc(-c2cc(C(=O)Nc3ccccc3SC)no2)cc1 | -11.0 | -2.9 | -2.3 | 0.2 | 0.993 | -0.1 | 0.999 | 0.1 | 0.7
Cc1cccc(Cn2c(C(=O)OC(C)C)cc3c2ccn3C)c1 | 7.9 | 1.1 | -3.3 | 11.0 | 1.09 | 1.0 | 0.979 | 2.1 | -9.0
CSc1ncccc1C(=O)OCC(=O)NC(=O)NCCC(C)C | -9.8 | -9.2 | -1.5 | -6.1 | 1.18 | 0.2 | 1.09 | -8.6 | -18.3

2 compounds drawn at random from those above, as already listed:
SMILES | ATG4B inhibitor | A3G deaminase | beta cell repl | A3A deaminase | hIAP act | MPTP block | mIAP act | mIAP inh | hIAP inh
O=[N+]([O-])c1cc(-c2nnc(Nc3ccccc3)c3ccccc23)ccc1N1CCOCC1 | -5.9 | -2.7 | -5.2 | -0.8 | 0.927 | 10.2 | 0.927 | 7.3 | 7.3
CCc1noc(C)c1C(=O)OCC(=O)NC(=O)c1ccccc1OC | 3.5 | -1.7 | -0.5 | 7.8 | 1.21 | 0.5 | 1.02 | -2.1 | -21.0

(list continues)
SMILES | ATG4B inhibitor | A3G deaminase | beta cell repl | A3A deaminase | hIAP act | MPTP block | mIAP act | mIAP inh | hIAP inh
O=C(OCc1c(-c2ccccc2)ncc2ccccc12)N1CCOCC1 | -11.1 | -10.3 | -1.3 | -3.5 | 1.12 | -1.7 | 1 | -0.3 | -12.1
CCC(C)(C)NC(=O)Cn1c(-c2ccc(C)cc2)noc1=O | 7.3 | -2.5 | 1.4 | -2.0 | 1.12 | 21.4 | 1.13 | -13.0 | -12.1
O=C(C[C@H]1C/C=C\C[C@H](NC(=O)OCC2c3ccccc3-c3ccccc32)C(=O)OC[C@H](Cc2ccccc2)NC1=O)N[C@H](CO)Cc1ccccc1 | -4.9 | -4.6 | -5.7 | 3.3 | 1.23 | -0.7 | 1.08 | -8.4 | -23.0
Cc1cc(OCc2cc3c(cc2Cl)OCO3)c2c(C)cc(=O)oc2c1 | 0.5 | -1.5 | 3.2 | 0.8 | 0.875 | 7.3 | 0.929 | 7.1 | 12.5
COC(=O)c1cc(CNC(=O)c2ccc(N3CCCC3)c([N+](=O)[O-])c2)ccc1OC | -10.0 | -3.7 | -4.0 | -2.6 | 0.976 | -1.6 | 0.949 | 5.1 | 2.4
CCOc1cc2c(cc1C=O)OC(C)C2 (stereo not drawn) | 2.6 | 2.3 | 2.9 | 8.7 | 1.1 | 0.6 | 1.07 | -6.8 | -10.2
Cn1c(Cc2cccs2)nnc1SCC(=O)Nc1ccc(C(N)=O)cc1 | 0.9 | -5.7 | -3.1 | -1.6 | 0.968 | -1.1 | 0.937 | 6.3 | 3.2
COc1cc(-c2nc3ccccn3c2/N=C/c2cccc(F)c2)ccc1O | -7.9 | -2.7 | -3.2 | -0.4 | 0.927 | 3.9 | 0.894 | 10.6 | 7.3
NC(=O)c1cccnc1OCC(F)(F)F | -5.5 | -10.5 | -2.7 | -2.0 | 1.02 | -2.1 | 0.955 | 4.5 | -2.5
CSc1cc(-c2ccc(Cl)cc2)c(C(=O)NC(C)C)s1 | 5.4 | -9.7 | 2.1 | -3.9 | 0.943 | 1.2 | 0.958 | 4.2 | 5.7
COC(=O)CC1(C(=O)OC)Oc2ccc(Br)cc2C(=O)N1c1cc(Cl)cc(Cl)c1 (stereo not drawn) | 0.7 | -2.3 | -2.8 | 5.9 | 1.38 | -1.8 | 0.95 | 5.0 | -38.4
C[C@]12C=CC(=O)C=C1CC[C@@H]1[C@@H]2C(=O)C[C@@]2(C)[C@H]1CC[C@]2(O)C(=O)CO | -1.2&-4.0 | -9.7&1.5 | -1.5&6.7 | -5.8&1.5 | 0.849&0.968 | 0.3&1.1 | 0.956&0.868 | 4.4&13.2 | 15.1&3.2
COC(=O)CSc1nnc(CNC(=O)c2ccc(OC)c(OC)c2)n1C | -7.2 | 7.8 | 0.2 | 3.7 | 0.937 | 0.3 | 1.05 | -4.9 | 6.3
O=C(CCCC(=O)c1ccccc1)NCc1ccccc1 | -1.3 | 9.1 | -0.6 | 4.1 | 1.14 | 0.5 | 1.07 | -6.7 | -13.6
O=C(c1ccccc1F)N(Cc1ccccc1)C1CCS(=O)(=O)C1 (stereo not drawn) | 2.1 | -11.3 | -1.9 | -2.4 | 0.913 | -2.8 | 1.02 | -2.3 | 8.7
Cc1ccccc1C(=O)Nc1ccnn1C1CCN(Cc2cccnc2)CC1 | 25.1 | -1.8 | 3.0 | -0.1 | 1.16 | -2.2 | 0.957 | 4.3 | -15.8
Cc1cc(=O)oc(C)c1C(=O)NCc1ccc(F)cc1 | 7.7 | -2.7 | -1.4 | 2.1 | 0.822 | -1.9 | 0.995 | 0.5 | 17.8
O=C1CSc2ccccc2N1Cc1ccc(F)cc1 | 10.4 | 7.4 | 0.9 | 8.7 | 0.941 | 2.3 | 1 | -0.2 | 5.9
COC(C[C@@H](O)CC(=O)[C@@H](C)OCc1ccccc1)OC | 8.1 | -7.3 | -1.9 | 0.4 | 0.933 | -0.8 | 1.01 | -0.7 | 6.7
CCNC(=O)C1CC(=O)N(Cc2ccc(F)cc2)C(=Nc2ccc(OC)cc2)S1 (stereo not drawn) | 5.5 | -5.9 | -1.1 | -2.1 | 1.07 | 0.4 | 0.969 | 3.1 | -6.8
COc1ccc(-c2nnc(SCc3nnc(-c4ccccc4)o3)n2C)cc1OC | -15.1 | 0.2 | 1.6 | -1.1 | 0.947 | 0.7 | 1.05 | -5.2 | 5.3
CCCN(CCC)C(=O)COc1cc(=O)n(CC)c2ccccc12 | 10.8 | -8.1 | 1.3 | -0.7 | 1.03 | -0.8 | 0.98 | 2.0 | -3.3
c1ccc(CCn2nnnc2C(c2cccnc2)N2CCOCC2)cc1 (stereo not drawn) | -1.4 | -5.2 | -1.1 | -1.6 | 0.969 | 0.3 | 1.08 | -8.5 | 3.1
O=C1NCCc2c1[nH]c1ccc([N+](=O)[O-])cc21 | -5.1 | -2.4 | 0.5 | -0.7 | 1.02 | 0.3 | 0.859 | 14.1 | -1.9
NC(=O)CC1Nc2cccc3cccc(c23)NC1=O (stereo not drawn) | 1.5 | 61.9 | -2.3 | 67.0 | 1.17 | 0.8 | 0.592 | 40.8* | -16.9
Cc1ccc(S(=O)(=O)N(C)c2ccc(C(=O)NCC(c3cccs3)N3CCOCC3)cc2)cc1 (stereo not drawn) | 0.6 | -6.8 | -3.0 | -4.8 | 1.34 | -0.3 | 1.07 | -7.1 | -34.1
CSc1nc(N)nc(SCC(=O)Nc2ccc(Cl)cc2)c1C#N | 0.6 | -6.0 | -6.5 | -2.5 | 1.02 | 84.8* | 1.04 | -4.2 | -2.5
CCOC(=O)c1ccc([N+](=O)[O-])cc1NC(C)=O | -3.5 | -7.2 | 2.4 | -3.1 | 1.05 | 16.3 | 0.942 | 5.8 | -4.7
CCc1ccccc1N(CC(=O)N1CCCCC1)S(=O)(=O)c1ccccc1 | -4.5 | -1.9 | -0.1 | 2.3 | 1.13 | 2.5 | 0.99 | 1.0 | -13.0
Cc1cccc(N(CC(=O)N2CCOCC2)S(C)(=O)=O)c1C | -1.7 | -1.6 | 0.6 | -0.7 | 0.96 | 0.6 | 0.98 | 2.0 | 4.0
COc1cc2c(cc1OC)C(c1ccsc1)CC(=O)N2 (stereo not drawn) | -7.4 | -9.0 | 0.3 | -7.2 | 1.11 | -0.4 | 0.929 | 7.1 | -10.8
O=C(COc1ccc(S(=O)(=O)N2CCCC2)cc1Cl)N1CCN(c2ccccc2)CC1 | -21.1 | 5.7 | -2.0 | 0.9 | 1.1 | -0.6 | 0.898 | 10.2 | -10.4
Cc1cc(/N=C/C=C2\N(C)c3ccccc3C2(C)C)n(CCC#N)n1 | -3.1 | -14.4 | -0.2 | -5.2 | 0.782 | 2.5 | 0.956 | 4.4 | 21.8
C=CCNC(=O)c1onc(CSc2cccc(OCC)c2)c1C(=O)O | -11.1 | -8.1 | 0.2 | 1.3 | 1.06 | -0.3 | 1.09 | -9.1 | -6.2
CC1CCCN(CCCNC(=O)CN2C(=O)CSc3ccc(S(=O)(=O)N4CCOCC4)cc32)C1 (stereo not drawn) | 0.4 | -5.9 | 0.9 | -5.3 | 0.97 | -1.5 | 1.01 | -1.0 | 3.0

Source: PubChem BioAssay (Sanford-Burnham Center for Chemical Genomics)
